VIM-2 inhibitor = inhibitors of Pseudomonas aeruginosa VIM-2 metallo-beta-lactamase. inhibition, % at 5.6 µM. actives 0.89% (n = 290,000). purified VIM-2, nitrocefin hydrolysis, epi-absorbance fluorescence;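 active = inhibition above the mean of all tested compounds plus 3 SD, cutoff set per screening run, cut at about 7.5% in these data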;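 also: red hydrolysis product quenches plate fluorescence so inhibitors raise well fluorescence; 0% = enzyme with DMSO and 100% = DMSO without enzyme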
IDE act = activators of human insulin-degrading enzyme in cells | activation, % at 5.96 µM | actives 0.073% (n = 340,000) | HEK cells, FAbeta-B cleavage, fluorescence polarization; 0% vehicle, 100% cell-free pure enzyme wells | AID 493087;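 active = activation above the mean of all tested compounds plus 3 SD, set per screening campaign, cut at about 17% in these data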
Target sequence (P14735 whole entry, looked up): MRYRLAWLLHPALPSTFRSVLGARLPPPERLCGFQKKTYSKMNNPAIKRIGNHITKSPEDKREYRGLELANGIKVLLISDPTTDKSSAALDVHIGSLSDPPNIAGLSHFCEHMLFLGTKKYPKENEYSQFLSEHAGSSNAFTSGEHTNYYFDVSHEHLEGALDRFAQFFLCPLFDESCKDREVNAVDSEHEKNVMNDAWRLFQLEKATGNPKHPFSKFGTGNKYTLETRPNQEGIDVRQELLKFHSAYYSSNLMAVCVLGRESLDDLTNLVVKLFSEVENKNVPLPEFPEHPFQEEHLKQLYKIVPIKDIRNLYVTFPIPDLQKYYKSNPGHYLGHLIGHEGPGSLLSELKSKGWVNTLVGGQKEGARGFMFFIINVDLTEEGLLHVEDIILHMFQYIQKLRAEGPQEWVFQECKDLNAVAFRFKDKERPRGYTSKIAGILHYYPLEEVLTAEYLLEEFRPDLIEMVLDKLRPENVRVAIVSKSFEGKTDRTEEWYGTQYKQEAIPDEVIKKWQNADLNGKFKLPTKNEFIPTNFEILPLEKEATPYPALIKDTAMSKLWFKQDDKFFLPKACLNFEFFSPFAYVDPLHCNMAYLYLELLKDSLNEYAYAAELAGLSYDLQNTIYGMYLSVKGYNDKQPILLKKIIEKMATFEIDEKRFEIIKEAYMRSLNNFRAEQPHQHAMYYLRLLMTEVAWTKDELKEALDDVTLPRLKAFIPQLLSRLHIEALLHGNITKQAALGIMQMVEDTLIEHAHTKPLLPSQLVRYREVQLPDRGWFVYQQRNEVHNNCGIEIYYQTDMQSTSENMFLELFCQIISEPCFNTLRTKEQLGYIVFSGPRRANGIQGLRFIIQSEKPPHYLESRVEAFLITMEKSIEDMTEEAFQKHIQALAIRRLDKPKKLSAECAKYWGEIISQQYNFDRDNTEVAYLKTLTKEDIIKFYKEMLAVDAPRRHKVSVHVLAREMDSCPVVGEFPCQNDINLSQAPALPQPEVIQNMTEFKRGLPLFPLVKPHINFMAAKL
SUMO HTRF inh = SUMOylation inhibition | P63279 | HTRF SUMOylation assay, SAE1/SAE2 + UBC9, in vitro | inhibition, % at 35 µM | actives 0.36% (n = 290,000) | AID 2006; in the data active = inhibition above about 50%, passing the limit was not always enough; also: strong numbers were not always called active
NS3 helicase inh = HCV NS3 helicase inhibition; NS3 helicase DNA unwinding, Cy5 molecular beacon fluorescence; inhibition, % at 10.9 µM; actives 0.56% (n = 290,000); AID 1800;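 active = inhibition above the mean of all tested compounds plus 3 SD, set per campaign, cut at about 35% in these data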;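 also: 0% = DMSO wells and 100% = thioflavine S control wells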
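Measured by: Cy5 fluorescence, 0 and 60 min reads / Assay system: NS3 helicase fragment of HCV / Control set: low DMSO, high thioflavine S at 110 µM / Times: 1 h reaction at 25 °C, ATP-initiated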
MEKK3 PB1 HTS = MEKK3-MEK5 PB1 interaction, increase or decrease; actives 1.4% (n = 290,000); AID 1529; bead-based flow cytometry, Alexa488-MEK5 binding to MEKK3; actives lie on both sides; 0 = blocked by unlabeled MEK5, 100 = vehicle; binding response (% of control), % at 10 µM;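 active = binding response more than 3 SD above or below the average of its plate-row segment, actives on both sides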;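 also: Alexa488 bead fluorescence after subtracting the streptavidin-only scavenger bead signal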
DNA FID counter = fluorescent intercalator displacement, NS3 helicase counter-screen. DNA fluorescent intercalator displacement, fluorescence. inhibition, % at 7.9 µM. actives 0.17% (n = 290,000); in the data active = inhibition above about 37%;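 also: 0% = vehicle and 100% = reference compound; higher means more ethidium bromide displaced from hairpin DNA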
IMP-1 inhibitor = inhibitors of Pseudomonas aeruginosa IMP-1 metallo-beta-lactamase | purified IMP-1, nitrocefin hydrolysis, epi-absorbance fluorescence | inhibition, % at 5.6 µM | actives 0.45% (n = 290,000) | AID 1556;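 active = inhibition above the mean plus 3 SD of all compounds in the same screening run, cut at about 4.5% in these data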;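 also: 0% = IMP-1 with DMSO and 100% = DMSO wells lacking enzyme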
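System – purified recombinant IMP-1 beta-lactamase · Input – IMP-1 dispensed at 0.2 nM · Timing – 15 min preincubation plus 25 min reaction at 25 °C · Signal – Epi-absorbance fluorescence, 480 nm excitation, 530 nm emission · Measure – percent IMP-1 inhibition derived from blank-referenced optical density · Controls – Enzyme-plus-DMSO low control, enzyme-free DMSO high control · Replication – singlicate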
PHOSPHO1 block = blocks human PHOSPHO1 phosphatase activity; Q8TCT1; recombinant PHOSPHO1, absorbance phosphatase assay; AID 1565; inhibition, % at 13.3 µM; actives 1.1% (n = 290,000); in the data active = inhibition above about 60%
pCIP destab = compounds decreasing mouse p/CIP protein stability; Q05BA5; F442A p/CIP-EGFP cells, EGFP fluorescence, 16 h; decrease of EGFP signal, % at 10 µM; actives 0.01% (n = 290,000);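 active = EGFP signal decrease of at least 30% at 10 µM or well 3 SD below plate mean, unless failing retest; inactive = the rest, including hits failing retest or dose response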; also: some compounds called inactive have numbers as strong as hits; many of its hits are not listed in these tables
The depositor's hits bear a star; / = not tested or not shown. Some of the compounds tested; rates above refer to the full screens.

structure,DNA FID counter,VIM-2 inhibitor,PHOSPHO1 block,MEKK3 PB1 HTS,SUMO HTRF inh,pCIP destab,IDE act,NS3 helicase inh,IMP-1 inhibitor
CN1CCN(C(=O)CCc2ncc(C(F)(F)F)cc2Cl)CC1,8.1,7.7*,-7.8,109.0,-2.3,16.9,1.6,5.1,-3.5
CC(=O)Nc1ccc(Oc2cc(NC(C)=O)cc([N+](=O)[O-])c2)cc1,5.2,-2.7,20.1,102.0,7.4,-2.1,6.9,12.1,-2.1
O=C(Cn1cnc2c(nnn2-c2cccc(Cl)c2)c1=O)N1CCCC1,-4.1,-1.7,9.4,97.0,8.6,-0.4,1.2,4.1,-2.3
CC(c1cccs1)N(Cc1ccco1)C(=S)Nc1ccccc1Cl (stereo not given),-0.7,-1.9,2.0,102.0,-9.7,9.9,0.9,-1.3,-2.2
CCc1nnc(NC(=O)CSc2nnc(-c3ccc(O)cc3)n2C)s1,-9.2,-0.6,36.3,102.0,17.4,-13.2,6.1,0.8,-1.0
CCOC(=O)N/N=C(/C)c1cccc(-n2cnnn2)c1,-1.5,-2.8,57.0,104.0,6.1,2.1,3.1,-3.2,-2.8
C/C(=N\NC(=O)c1ccc(N2CCCC2=O)cc1)c1ccc(O)cc1O,-32.0,-4.6,4.5,96.0,4.8,-5.5,8.0,1.3,-2.8
Cc1cccc2cc(C#N)c(SCC#N)nc12,8.2,4.7,22.8,103.0,-20.3,-7.3,-2.5,-7.1,-1.0
Cc1ccc(OCC(=O)Nc2ccc(N3CCN(C(=O)c4ccc(C)cc4)CC3)cc2)cc1,-7.2,-4.1,47.7,102.0,1.4,-6.6,-2.2,0.1,-1.6
COc1ccc(OC)c(S(=O)(=O)N2CCCC(C(=O)NCCN3CCOCC3)C2)c1 (stereo not given),-0.2,-2.1,31.0,101.0,-0.4,6.1,3.9,8.0,-2.1
CCn1nc(C)c(C2C(C#N)=C(N)OC3=C2C(=O)CC(C)(C)C3)c1C (stereo not given),-5.5,-4.2,2.1,95.0,19.5,-2.1,-1.4,10.4,-3.0
CCNS(=O)(=O)c1ccc2c(c1)n(C)c(=O)n2C,-2.9,0.1,30.1,103.0,16.1,-0.8,5.1,-0.8,-3.1
O=C(c1ccc(Cl)cc1)N(Cc1ccccc1F)N1C(=O)CCCC1=O,-8.5,-1.2,7.7,103.0,-16.7,-9.3,10.1,3.7,-0.8
C=CCNC(=O)/C(=C\c1ccco1)NC(=O)c1ccco1,0.5,-0.8,46.0,105.0,13.3,-3.5,2.4,11.8,-1.8
CCOc1ccc(CN(CCC#N)C(=S)NC(=O)c2ccccc2)cc1,-9.7,-3.9,3.4,102.0,18.8,12.0,4.6,3.3,-2.3
Cc1ccc(Nc2cc(C)nc3nnnn23)cc1,1.7,-3.2,15.6,102.0,4.8,7.2,7.0,-3.2,-4.2
CCC(C)[C@H](NC(=O)[C@H](Cc1ccccc1)n1c(=O)[nH]c2ccccc2c1=O)C(=O)N1CCC[C@@H]1C(=O)O (stereo not given in full),-35.1,0.4,8.3,102.0,0.8,-11.4,3.7,8.1,-2.0
Cc1ccc(O)c(C(=O)c2cc(C(=O)NCCc3ccccc3)c(=O)n(CCc3ccccc3)c2)c1,-20.9,-1.6,-23.9,110.0,-1.2,-5.7,7.7,0.5,-0.4
Cc1ncc(CO)c(/C=N/NC(=O)c2ccccc2Br)c1O,-2.3,0.8,-4.5,99.0,12.1,-5.0,-0.5,-4.2,1.2
Cc1ccc(C(=O)Nc2ccc3c(c2)OCCO3)c(C)c1,-6.7,-0.7,/,103.0,14.9,8.3,-0.8,7.2,-2.5
OC[C@H](O)[C@H](O)[C@@H](O)[C@@H](O)[C@@H]1SC(c2ccccc2)=NN1c1ccccc1,-1.6,-2.6,-35.4,104.0,-1.6,-0.9,/,1.7,-3.0
CCCOc1ccccc1NS(=O)(=O)c1ccc2[nH]c(=O)[nH]c2c1,-3.9,-1.8,8.0,101.0,-4.8,-0.3,0.8,-1.7,0.3
CCOc1ccc(Cl)cc1S(=O)(=O)N1CCC(C(=O)NCc2cccnc2)CC1,-26.9,-0.5,18.4,97.0,8.9,5.1,-1.0,-3.2,0.6
Cc1cc(C)cc(NC(=O)CCC(=O)Nc2nnc(C(F)(F)F)s2)c1,-5.6,-1.8,31.6,101.0,0.4,2.8,-4.4,0.4,-3.7

Compound profiles, as listed above. Screens in order: DNA FID counter	VIM-2 inhibitor	PHOSPHO1 block	MEKK3 PB1 HTS	SUMO HTRF inh	pCIP destab	IDE act	NS3 helicase inh	IMP-1 inhibitor
O=C(c1ccc(Cl)cc1)N(Cc1ccccc1F)N1C(=O)CCCC1=O across the screens: -8.5	-1.2	7.7	103.0	-16.7	-9.3	10.1	3.7	-0.8
Cc1ccc(Nc2cc(C)nc3nnnn23)cc1 across the screens: 1.7	-3.2	15.6	102.0	4.8	7.2	7.0	-3.2	-4.2
CCOc1ccc(CN(CCC#N)C(=S)NC(=O)c2ccccc2)cc1 across the screens: -9.7	-3.9	3.4	102.0	18.8	12.0	4.6	3.3	-2.3

More entries
structure,DNA FID counter,VIM-2 inhibitor,PHOSPHO1 block,MEKK3 PB1 HTS,SUMO HTRF inh,pCIP destab,IDE act,NS3 helicase inh,IMP-1 inhibitor
FC(F)(F)c1cc(-c2ccco2)nc(-n2nnc3ccccc32)n1,-2.8,2.2,-17.4,95.0,4.4,6.1,8.1,-5.1,-0.1
CN(C)CCN(Cc1ccccc1)C(=O)[C@H](Cc1ccccc1)N1C(=O)c2ccccc2C1=O,-4.1,2.4,5.0,99.0,12.3,-1.6,2.8,-13.7,0.7
CC1=NN(c2nc(-c3ccc(C)cc3)cs2)C(=O)C1N=Nc1cccc(O)c1 (stereo not given),-5.8,-2.3,57.8,92.0,23.8,-12.0,-5.8,14.3,-4.3
CC1CCN(CC(=O)Nc2nn(-c3ccccc3)nc2C(N)=O)CC1,-2.0,-2.4,42.4,99.0,8.9,4.9,-3.2,1.4,-3.7
O=C(COC(=O)c1cc(S(=O)(=O)N2CCOCC2)ccc1O)NCCc1ccccc1,-15.0,-2.8,9.7,109.0,19.4,0.8,6.0,9.5,-2.3
CN1CCN(c2ccccc2NC(=O)c2ccc(-c3ccccc3)cc2)CC1,22.6,6.4,2.9,100.0,11.5,-17.1,0.3,-77.3,-3.4
CCC(C)N1C(=S)SC(C)(C)C1N(O)C(=O)NC1CCCCC1 (stereo not given),-20.8,-3.7,19.5,97.0,-1.1,-12.5,-0.3,1.6,-2.2
O=S1OCCN1c1ccccc1 (stereo not given),0.8,1.1,-7.3,102.0,18.7,-8.0,1.8,4.7,1.1
CCc1c(C)sc(NC(=O)c2cc(-c3ccc(OC)c(OC)c3)on2)c1C#N,0.6,1.3,29.1,101.0,2.5,-0.7,-1.0,2.9,-0.9
Cn1c(C(=O)N2CCCC(C(=O)NCc3ccc4c(c3)OCO4)C2)cc2sccc21 (stereo not given),-27.4,-3.0,12.6,109.0,3.5,-1.9,-1.9,0.2,-6.7
COc1cc([N+](=O)[O-])ccc1NC(=O)Oc1ccc(NC(C)=O)cc1,-3.4,-2.3,28.8,101.0,17.4,-3.1,0.6,6.4,-2.4
Cc1ccc(N2C(=O)NC(NC(=O)C(C)(C)C)(C(F)(F)F)C2=O)cc1 (stereo not given),1.2,-1.4,8.6,99.0,1.8,-4.1,1.5,5.1,0.4

A few values from the entries so far.
FC(F)(F)c1cc(-c2ccco2)nc(-n2nnc3ccccc32)n1 in DNA FID counter: -2.8
CCc1c(C)sc(NC(=O)c2cc(-c3ccc(OC)c(OC)c3)on2)c1C#N in SUMO HTRF inh: 2.5

Following part
structure,DNA FID counter,VIM-2 inhibitor,PHOSPHO1 block,MEKK3 PB1 HTS,SUMO HTRF inh,pCIP destab,IDE act,NS3 helicase inh,IMP-1 inhibitor
O=C(CSc1ccc(-c2cccc([N+](=O)[O-])c2)nn1)N1CCCCCC1,-10.7,-0.5,-7.9,98.0,-8.3,-12.3,-2.7,1.1,-1.1
COc1ccc(C2Nc3ccccc3C(=O)N2Cc2ccccc2)cc1Cn1nnc2ccccc21 (stereo not given),-22.9,-1.0,6.3,96.0,20.4,19.8,5.9,-16.3,-3.2
COc1ccc(-c2nnc(SCc3ncc(-c4ccccc4)o3)o2)cc1,-24.9,-4.9,17.9,97.0,0.7,2.9,2.3,-10.2,-2.8
Cc1noc(C)c1COC(=O)C(c1ccccc1)c1ccccc1,-20.4,-5.3,21.0,106.0,11.9,-32.8,-1.2,3.5,-5.1
CCN(CC)S(=O)(=O)c1ccc2[nH]c(=O)cc(C(=O)Nc3ccccc3N3CCCC3)c2c1,-12.4,0.5,7.5,94.0,7.3,0.3,7.6,-1.3,-0.8
CN1C(=O)C(O)(c2sc(N)nc2-c2ccccc2)c2ccccc21 (stereo not given),-3.1,-0.3,-11.4,90.0,17.5,-11.0,3.2,-6.3,2.8
Nc1ccc2nc(-c3cccc(-c4nc5ccc(N)cc5[nH]4)c3)[nH]c2c1,29.0,-4.0,47.9,97.0,9.7,-6.8,0.1,-52.7,-1.9
Cc1csc(SCC(=O)Nc2nncs2)n1,-9.3,-1.5,14.5,96.0,-4.9,2.1,1.9,3.4,-2.4
O=C(NC1CCCCC1)C(c1cccnc1)N(C(=O)c1ccc(Cl)nc1)C1CCCCC1 (stereo not given),-26.2,-4.1,-7.7,102.0,-4.5,10.2,-1.3,6.5,-3.7
CN(Cc1ccccc1)S(=O)(=O)c1ccc(OCC(=O)NCc2ccccn2)cc1,-32.3,-1.8,36.2,98.0,7.8,-6.0,-1.2,0.4,1.1
O=c1[nH]n2c(=O)c3c([nH]c2c1N=Nc1cccc(Cl)c1)CCC3,-28.4,-2.9,6.9,91.0,-14.7,-10.3,2.0,31.3,-4.2
O=C(CCN1C(=O)C2CC=C(Cl)CC2C1=O)Nc1ccccc1O (stereo not given),-3.3,-2.6,0.9,98.0,6.6,3.1,6.8,4.4,-2.8
CCN(c1ccccc1)S(=O)(=O)c1ccc(OC)c(NC(=O)CNCC(C)O)c1 (stereo not given),2.4,-1.2,-2.4,102.0,-4.5,-13.9,8.7,-13.2,-3.1
COc1cccc(Nc2nc3ccc(C(=O)c4ccccc4)cc3n3cnnc23)c1,-2.5,-1.9,31.6,96.0,14.8,-9.3,6.2,0.3,-1.7
COc1ccc(C(=O)NC2CCN(CC(=O)NCc3ccccc3F)CC2)cc1,-5.8,-3.4,10.8,101.0,-10.0,-0.3,4.0,-1.5,-2.2
COc1ccc(C2c3c(oc4ccccc4c3=O)C(=O)N2c2ccccn2)cc1OC (stereo not given),0.4,-1.2,31.7,102.0,3.3,-2.2,4.0,-6.0,-3.0
O=C(CCc1ccccc1)NNC(=O)c1ccccn1,-3.9,-1.5,-0.6,83.0,-31.1,14.8,0.9,-13.0,-2.8
Cc1noc(C)c1C(=O)N1CCN(Cc2ccc3c(c2)OCO3)CC1,-2.8,-2.6,3.7,110.0,-6.1,-4.2,6.6,2.3,-1.4
CC1CCC2(CC1)NC(=O)N(Cc1nnc(-c3cccs3)o1)C2=O (stereo not given),-11.2,-0.2,20.1,97.0,13.7,-1.1,3.9,-2.4,-3.1

Compound activity as filed in PubChem.
